Source: PubChem BioAssay
Rin1-Abl PPI inh = inhibitors of Rin1-Abl protein binding, primary screen, biochemical, TR-FRET | inhibition, % at 7.35 µM | actives 0.4% (n = 360,000); in the data active means inhibition above about 5%, passing the limit was not always enough
Neddylation inh = inhibitors of cullin neddylation, primary screen, biochemical, TR-FRET, uHTS, NAE and Ubc12. NEDD8-conjugating enzyme Ubc12 (Homo sapiens) + NEDD8-activating enzyme E1 regulatory …. calls only at 25 µM. actives 0.58% (n = 360,000). AID 651699, 2012; in the data active means inhibition above about 36%
Rpn11 inh = Rpn11 (PSMD14) deubiquitinase inhibitors, primary screen, biochemical, fluorescence polarization, uHTS; human 26S proteasome, Ub4-pepOG fluorescence polarization; 20S core pre-blocked with epoxomicin; actives 0.59% (n = 360,000); calls only at 20 µM; 26S proteasome non-ATPase regulatory subunit 14 (Homo sapiens), O00487;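 active means inhibition at 20 µM, scaled to each plate's controls, above about 33%, limit read from the data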
Target sequence (O00487 whole entry, looked up): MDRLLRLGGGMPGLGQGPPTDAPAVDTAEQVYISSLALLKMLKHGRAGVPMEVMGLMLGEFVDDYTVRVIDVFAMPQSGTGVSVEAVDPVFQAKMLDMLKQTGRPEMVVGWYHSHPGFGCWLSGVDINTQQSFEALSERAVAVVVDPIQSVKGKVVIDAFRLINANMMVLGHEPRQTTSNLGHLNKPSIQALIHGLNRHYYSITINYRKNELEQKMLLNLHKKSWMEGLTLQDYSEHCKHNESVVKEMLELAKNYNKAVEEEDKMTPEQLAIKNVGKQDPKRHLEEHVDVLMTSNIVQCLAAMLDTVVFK
LMPTP block = LMPTP phosphatase inhibitors, primary screen, biochemical, fluorescence intensity, uHTS | recombinant LMPTP-A, OMFP fluorogenic substrate | inhibition, % at 20 µM | actives 0.22% (n = 360,000) | AID 651560, 2012 | Low molecular weight phosphotyrosine protein phosphatase (Homo sapiens), P24666;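 active means compounds that cut the enzyme signal by at least half of the control window in the single-dose screen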;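 further: plate controls were DMSO wells with enzyme plus substrate for no effect and substrate without enzyme for full effect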
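material = LMPTP-A | quantity = 0.625 nM enzyme | reagent = OMFP substrate, 400 µM final | buffer or medium = Bis-Tris pH 6.0, DTT, detergent | detection = endpoint fluorescence intensity from OMFP dephosphorylation | dosing = single 20 µM dose | read-out basis = % inhibition relative to no-enzyme and uninhibited control wells | control set = no-enzyme and uninhibited controls | timing = 50 min at room temperature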
NadD block = inhibitors of S. aureus NadD, primary screen, biochemical, colorimetric, uHTS; purified NadD enzyme, colorimetric absorbance read-out; actives 0.78% (n = 360,000); AID 602399, 2012; inhibition, % at 20 µM; in the data active means inhibition above about 26%; further: some compounds past the cut are filed as inactive
SUMO1 PPI mod = modulators of SUMO1 protein-protein interactions, primary screen, biochemical, uHTS | inhibition, % at 20 µM | SUMO1 binding to a labelled peptide, TR-FRET, 1 h | actives 0.33% (n = 360,000) | AID 602429, 2012 | Small ubiquitin-related modifier 1 (Homo sapiens), P63165; in the data active means inhibition above about 37%
Target sequence (P63165 whole entry, looked up): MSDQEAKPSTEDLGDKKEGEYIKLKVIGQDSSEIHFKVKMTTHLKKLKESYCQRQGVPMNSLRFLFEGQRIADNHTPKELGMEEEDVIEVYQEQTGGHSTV
STEP block = STEP phosphatase inhibitors, primary screen, biochemical, fluorescence intensity, uHTS; Tyrosine-protein phosphatase non-receptor type 5 (Homo sapiens), P54829; recombinant STEP, OMFP fluorogenic substrate; inhibition, % at 20 µM; actives 0.25% (n = 360,000); AID 588621, 2011;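 active means inhibition at 20 µM, scaled per plate between control wells, above about 37%, limit read from the data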;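 further: 0% = DMSO with enzyme and substrate and 100% = substrate only without enzyme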
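Assay system: isolated STEP enzyme. Buffer or medium: pH 6.0 Bis-Tris with DTT and Tween 20. Also added: fluorogenic phosphatase substrate OMFP at 25 µM final. Dosing: 20 µM, 1% DMSO. Timing: 20 min reaction, room temperature, in the dark. Measured by: fluorescence intensity, excitation 480 nm, emission 540 nm. Evaluation: normalized % inhibition.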
DNMT1 inh = human DNMT1 methyltransferase inhibitors, primary screen, biochemical, molecular beacon, fluorescence, HinP1I cleavage, uHTS; inhibition (reported as % activation of signal), % at 10 µM; actives 0.83% (n = 360,000); AID 588458, 2011; in the data active means inhibition above about 50%
Scp1 inh = Scp-1 phosphatase inhibitors, primary screen, biochemical, colorimetric, uHTS; Carboxy-terminal domain RNA polymerase II polypeptide A small phosphatase 1 (Homo …; AID 493091, 2011; inhibition, % at 20 µM; Recombinant Scp1, phosphopeptide, malachite green phosphate absorbance; actives 0.88% (n = 340,000);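 active means inhibition above about 50% at 20 µM, limit read from the data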;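 further: plate controls were DMSO wells with enzyme for no effect and wells lacking enzyme for full effect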
Target sequence (Q9GZU7 76-261 limits assumed): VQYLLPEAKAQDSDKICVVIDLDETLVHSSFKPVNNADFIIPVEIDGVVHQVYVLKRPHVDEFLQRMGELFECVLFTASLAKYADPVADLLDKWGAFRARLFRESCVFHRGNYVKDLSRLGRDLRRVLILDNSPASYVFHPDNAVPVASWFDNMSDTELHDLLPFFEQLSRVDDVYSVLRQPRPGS
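Assay system: SCP-1 catalytic fragment, aa 76-261 | Buffer or medium: Tris acetate buffer pH 5.5 with MgCl2 and Tween-20 | Compound: One concentration, 20 µM, with 1.0% DMSO | Also added: Phospho 17-mer peptide substrate | Signal: Absorbance at 630 nm | Incubation: 45 min enzyme reaction at room temperature | Measure: % inhibition of SCP-1 phosphate liberation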
CSN deneddyl inh = inhibitors of CSN-mediated cullin deneddylation, primary screen, biochemical, fluorescence polarization, uHTS; AID 651999, 2013; actives 0.38% (n = 360,000); Purified CSN, SCF-Nedd8-OG deneddylation; inhibition, % at 12.5 µM;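 active means pattern-corrected inhibition above about 35%, with an unprinted fluorescence ratio check between 0.5 and 1.5, limit read from the data, passing the limit was not always enough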;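 further: 0% = enzyme with substrate and 100% = substrate without enzyme; some results filed as inactive read as strong as hits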
Target sequence (Q92905 whole entry, looked up, one chain of several): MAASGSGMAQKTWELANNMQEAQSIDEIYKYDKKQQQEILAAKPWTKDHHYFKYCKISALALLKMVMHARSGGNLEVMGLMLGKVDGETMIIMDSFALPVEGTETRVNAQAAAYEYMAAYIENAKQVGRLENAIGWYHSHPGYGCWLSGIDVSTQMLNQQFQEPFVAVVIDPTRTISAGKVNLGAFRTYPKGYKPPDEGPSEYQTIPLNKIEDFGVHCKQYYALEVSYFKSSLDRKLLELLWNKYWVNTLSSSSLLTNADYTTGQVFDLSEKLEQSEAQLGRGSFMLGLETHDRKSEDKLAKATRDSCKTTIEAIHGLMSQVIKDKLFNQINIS
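Assay system: purified human Csn5 enzyme expressed in HEK293T cells; measure: % inhibition; also added: SCFSkp2-Nedd8OG substrate at 10 nM final; technique: fluorescence polarization; times: reaction 90 min, room temperature; medium: Tris buffer pH 7.5, NaCl, DTT, Tween-20, trehalose, ovalbumin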
An asterisk follows results filed as active; i = inactive; . = no result given; + = active, no number.

SMILES	Rin1-Abl PPI inh	Neddylation inh	Rpn11 inh	LMPTP block	NadD block	SUMO1 PPI mod	STEP block	DNMT1 inh	Scp1 inh	CSN deneddyl inh
C/C(=N\Nc1ccc2nncn2n1)c1ccc(Cl)s1	-3.5	i	i	-1.5	-6.7	-18.1	1.8	-4.3	-10.7	-0.3
COc1ccc(C2CC(=O)Oc3ccc(C(C)(C)C)cc32)cc1 (stereo not given)	-1.1	i	i	1.0	-7.6	8.3	1.0	4.2	-8.6	-3.1
CCOc1nc(-c2ccc(Cl)cc2)nc2ccccc12	1.3	i	i	-2.2	0.4	-2.7	-3.3	-4.8	-6.5	-1.8
O=C(COc1coc(CN2CCN(c3ccc(F)cc3)CC2)cc1=O)NC1CCCC1	2.6	i	i	-1.1	-2.6	-0.1	0.5	2.4	1.0	-1.7
CC(=O)NCCC1CCN(c2nc3nonc3nc2N(C)Cc2ccccc2)CC1	-3.6	i	i	-1.3	-2.0	-15.8	-0.9	1.2	-2.7	-2.3
Cc1ccccc1OCC(=O)NC(C)c1ccccc1 (stereo not given)	-0.2	i	i	-1.0	-8.0	3.2	-0.9	1.3	-11.0	-2.2
O=C(CCC1CCCCC1)Nc1cccc(C(=O)Nc2ccc(C(=O)O)cc2)c1	2.0	i	i	-0.9	-3.8	-1.0	-0.6	2.0	-7.0	0.7
Cc1ccc(OCCNc2ccc(C(F)(F)F)cc2[N+](=O)[O-])cc1	-3.6	i	i	0.7	2.7	-6.0	-1.7	2.9	-8.7	-4.8
CCOc1ccccc1NC(=O)CCn1ccnc1	0.5	i	i	-0.6	-7.1	-0.1	0.6	-1.2	-0.3	2.7
CCS(=O)(=O)N1CCN=C1SCc1ccccc1	3.9	i	i	-0.3	5.0	3.3	0.0	-1.6	-6.8	-3.1
COc1cccc(-c2c(C(=O)N/N=C/c3ccco3)nnn2-c2nonc2N)c1	2.4	i	i	0.2	3.5	-14.2	-7.9	1.1	0.3	-4.2
CC(=O)Nc1nc(-c2ccc3c(c2)OCO3)cs1	-1.3	i	i	0.1	-7.8	6.1	2.3	-0.9	-0.8	-3.6
S=C(NCc1ccccn1)Nc1ccc(Br)cc1Cl	-0.9	i	i	0.8	7.0	-0.2	-3.0	3.2	-10.4	1.3
O=S1(=O)N=C(Oc2ccccc2)c2ccccc21	2.2	i	i	-1.5	4.2	1.1	-3.8	3.9	-13.1	0.9
COc1ccc(OCc2n(CC(=O)OC3CC(C)CCC3C(C)C)c3ccccc3[n+]2C)cc1 (stereo not given)	0.0	i	i	4.6	13.9	-53.0	1.5	15.6	15.6	-3.0
COc1nccc(C(F)(F)F)c1C(=O)Nc1ccc(Cl)cc1	0.1	i	i	-1.0	-1.4	6.0	2.0	0.4	-10.8	2.9
COc1cccc(NC(=S)N2CCN(S(C)(=O)=O)CC2)c1	-3.0	i	i	-1.6	2.1	4.6	-1.3	3.0	-2.2	1.1
O=C(Nc1cccc(S(=O)(=O)Nc2ccccc2F)c1)c1ccco1	6.0	i	i	-0.7	-4.8	4.4	-1.1	1.9	-2.7	-2.5
N=c1c(C(=O)NC2CCCCC2)cc2c(=O)n3ccccc3nc2n1Cc1ccco1	-4.7	.	i	2.6	9.5	-28.2	-1.2	3.0	6.6	8.7
Cc1cccc(OCC(=O)NCC(c2ccco2)N2CCCC2)c1 (stereo not given)	1.4	i	i	0.0	-2.1	-1.1	-3.9	-4.2	-6.1	-8.0

An excerpt from above, reduced to LMPTP block, Rpn11 inh and NadD block.
smiles,LMPTP block,Rpn11 inh,NadD block
O=C(CCC1CCCCC1)Nc1cccc(C(=O)Nc2ccc(C(=O)O)cc2)c1,-0.9,i,-3.8
Cc1ccc(OCCNc2ccc(C(F)(F)F)cc2[N+](=O)[O-])cc1,0.7,i,2.7
CCOc1ccccc1NC(=O)CCn1ccnc1,-0.6,i,-7.1

No new results follow: 3 of the compounds above.
SMILES	Rin1-Abl PPI inh	Neddylation inh	Rpn11 inh	LMPTP block	NadD block	SUMO1 PPI mod	STEP block	DNMT1 inh	Scp1 inh	CSN deneddyl inh
O=C(Nc1cccc(S(=O)(=O)Nc2ccccc2F)c1)c1ccco1	6.0	i	i	-0.7	-4.8	4.4	-1.1	1.9	-2.7	-2.5
N=c1c(C(=O)NC2CCCCC2)cc2c(=O)n3ccccc3nc2n1Cc1ccco1	-4.7	.	i	2.6	9.5	-28.2	-1.2	3.0	6.6	8.7
Cc1cccc(OCC(=O)NCC(c2ccco2)N2CCCC2)c1 (stereo not given)	1.4	i	i	0.0	-2.1	-1.1	-3.9	-4.2	-6.1	-8.0

(further entries)
SMILES	Rin1-Abl PPI inh	Neddylation inh	Rpn11 inh	LMPTP block	NadD block	SUMO1 PPI mod	STEP block	DNMT1 inh	Scp1 inh	CSN deneddyl inh
CCN1CCCC1CNC(=O)c1ccc(Sc2ccc(F)cc2)c([N+](=O)[O-])c1 (stereo not given)	-2.9	i	i	-1.5	-8.3	-32.7	-2.7	-0.6	-5.2	-2.0
CCc1nccn1C(=O)c1cnn2c(C(F)F)cc(-c3ccc(C)cc3)nc12	-1.6	.	i	0.1	2.0	-19.4	1.6	6.3	-1.7	1.6
CCN(CC)CC(O)Cn1c(-c2cccc(Cl)c2)nc2cc(C)c(C)cc21 (stereo not given)	0.4	.	i	-1.5	-9.9	-2.6	0.8	0.4	2.7	0.4
c1ccc2c(C3OCC4(CCCC4)CO3)cccc2c1	-1.5	i	i	0.2	-7.9	-2.0	4.5	8.1	.	-0.8
COc1cc(C(=O)NCCCc2nc3ccccc3n2Cc2cc(C)ccc2C)cc(OC)c1OC	-1.5	i	i	7.3	-1.4	-7.1	2.6	40.5	4.2	-0.5
Nc1c(Cl)cc(Cl)cc1C(=O)OCC(=O)N1CCCC1=O	1.5	+	i	-0.2	-2.6	-6.7	0.9	0.9	3.6	-4.7
Cc1ccc(C)c(C(C)NC(=O)C2CCCO2)c1 (stereo not given)	-0.4	i	i	-0.7	2.3	-0.6	-1.2	-1.6	-7.7	-1.2
CC(C)(C)CN1CCNC[C@H]1Cc1ccc(O)cc1	-2.6	i	i	-0.4	-6.2	10.5	2.1	75.8*	-0.2	4.2
CC1CC(OCC(O)CN2CCN(Cc3ccccc3)CC2)CC(C)(C)C1 (stereo not given)	-0.1	i	i	-0.2	-9.7	0.1	1.1	-1.0	-2.2	0.2
O=c1nc2c(-c3ccccc3F)n[nH]n2c2ccccc12	-1.0	.	i	-1.8	-3.4	0.1	3.9	-0.7	-3.1	-0.2
CCCNC(=O)c1cccc(C(F)(F)F)c1	1.5	i	i	-1.3	5.0	1.3	-1.9	0.8	-8.4	2.1
CCOC(=O)Cc1cnc(NC(=O)CSc2nc(C)c(CC)c(=O)[nH]2)s1	5.9	i	i	-0.2	0.5	4.5	7.2	-0.9	-3.2	35.0
C=CCSc1nnc(-c2cnn(-c3ccccc3)c2-n2cccc2)n1C	1.6	i	i	-0.2	-1.9	-3.1	1.1	1.8	-4.9	-4.9
CC1CCCC(C)N1C(=O)COC(=O)Cn1cnc2c1c(=O)n(C)c(=O)n2C (stereo not given)	7.5	i	i	0.0	-3.0	5.6	-0.9	3.2	-3.9	4.7
O=C(Nc1ncc2c(n1)-c1ccccc1CC2)c1cccc(Cl)c1	1.2	i	i	-1.3	9.5	-1.4	5.1	-0.8	-10.8	-2.8
COc1ccccc1C(=O)Nc1c2c(nn1-c1cccc(C)c1C)CS(=O)C2 (stereo not given)	0.2	i	i	0.2	1.7	-1.7	1.0	0.5	0.2	0.4
C1C2CC3C1C3C2=NN=C1C2CC3C(C2)C13	1.4	i	i	0.2	6.0	-1.1	0.1	1.0	.	0.5
CC1(C(=O)Nc2ccc3c(c2)OCO3)CCN1C(=O)CCc1cccs1 (stereo not given)	0.4	i	i	-1.0	-1.0	5.7	2.2	-2.7	.	5.5
CN(C(=O)CCl)C1CCCc2ccccc21 (stereo not given)	4.3	i	i	-1.1	1.7	2.0	-0.1	20.2	4.6	3.2
CCOc1cc(/C=C2\SC(N)=NC2=O)ccc1O	-2.8	i	+	-5.1	-3.0	-26.9	1.6	2.5	-2.8	12.9
O=C(Nc1ccon1)Nc1ccc(Cl)cc1Cl	-1.2	i	i	-10.6	-1.9	-0.3	-1.6	1.7	-10.7	-2.7
C/C(=N/OCC(=O)NCCCCCCNC(=O)CO/N=C(/C)c1cccs1)c1cccs1	-2.3	i	i	1.3	-3.2	-2.7	-2.5	-3.8	-7.3	-11.6
O=C(CSC1=NCCS1)NC1CCCCC1	-2.2	i	i	-1.8	-0.1	-0.6	1.5	2.2	-11.2	-1.4
Cc1ccc(C(=O)Nc2ncc(C)s2)s1	3.9	i	i	-0.3	0.8	-1.3	-1.7	-3.2	-1.2	1.5
CCOC(=O)CCc1c(C)c2ccc(OC(C)C(=O)OCC)c(C)c2oc1=O (stereo not given)	-1.2	.	i	0.6	-3.0	3.4	5.7	-2.6	-4.7	-1.4
CCc1c(C#N)c(=O)[nH]c(=O)n1-c1ccccc1	0.1	i	i	-0.7	0.9	-1.7	2.9	6.6	17.6	1.2
COc1ccc(-n2nnnc2SCc2nc(N)nc(N3CCOCC3)n2)cc1	-2.2	i	i	-0.6	-2.9	-0.6	1.4	2.0	2.6	-0.4
O=C(Nc1cnccn1)c1ccncc1	-0.3	i	i	-0.1	-7.6	-0.5	-0.7	-0.1	-5.3	3.5
O=C1C(=O)N(c2ccccc2)C(c2ccccc2)C1c1ccccc1 (stereo not given)	1.7	.	i	0.2	2.9	1.5	1.1	1.2	-16.2	1.6
CCc1ccc(C(=O)NC(=S)Nc2ccccc2N2CCOCC2)cc1	3.4	i	i	2.8	3.1	7.6	4.1	-3.3	-4.7	-2.1
Cc1ccc(C(=O)CSc2nn3c(=O)c(C(C)(C)C)nnc3s2)cc1	3.0	i	i	0.7	2.5	-1.7	2.0	-1.8	-4.0	5.3
COc1ccc(N(C(=O)c2ccn[nH]2)C(C(=O)NC(C)(C)C)c2ccc(F)cc2)cc1 (stereo not given)	1.5	i	i	-0.4	0.5	2.1	-0.1	0.3	0.6	0.0
